GSK3 alpha inh: inhibitors of human GSK-3 alpha kinase; ADP-Glo luminescence, 60 min; inhibition, % at 10 µM; 0.1% of 320,000 active;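 in the data active = inhibition above about 50%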;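 note: GST-tagged GSK-3 alpha with peptide substrate and 25 µM ATP; 0% = DMSO neutral wells and 100% = GW8510 positive control wells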
Target sequence (P49840 whole entry, looked up): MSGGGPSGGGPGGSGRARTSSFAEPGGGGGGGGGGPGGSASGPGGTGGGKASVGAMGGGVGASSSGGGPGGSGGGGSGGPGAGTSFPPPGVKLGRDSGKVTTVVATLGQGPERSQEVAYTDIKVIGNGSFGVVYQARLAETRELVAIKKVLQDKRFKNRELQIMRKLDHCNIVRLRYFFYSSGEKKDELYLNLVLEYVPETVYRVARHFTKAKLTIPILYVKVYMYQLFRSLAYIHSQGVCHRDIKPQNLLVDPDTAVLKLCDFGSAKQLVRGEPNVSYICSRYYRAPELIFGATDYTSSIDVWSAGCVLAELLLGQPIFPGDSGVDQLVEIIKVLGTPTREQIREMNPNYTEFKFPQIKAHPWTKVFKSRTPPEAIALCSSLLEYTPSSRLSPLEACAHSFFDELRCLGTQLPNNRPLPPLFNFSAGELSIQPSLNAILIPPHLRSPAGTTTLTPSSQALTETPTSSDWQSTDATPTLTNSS
KCNQ1 act: potentiates or activates the human KCNQ1 potassium channel | P51787 | 0.35% of 310,000 active | B-score at 10 µM | AID 2648 | CHO-K1 KCNQ1, thallium flux FluxOR fluorescence; active compounds read high;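 active = fluorescence ratio B-score, a plate-corrected score, at least three library SD, with initial intensity B-score within 5 SD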
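assay system = KCNQ1-transfected CHO-K1 cells | medium = assay buffer with matched DMSO | probe or stimulus = depolarizing K+/Tl+ stimulus, K2SO4 and Tl2SO4 each 12.5 mM in 5x stock | dosing = single dose | incubation = dye 90 min, compound 20 min, room temperature | detection = kinetic FluxOR fluorescence, 10 s baseline plus 110 s post-stimulus | evaluation = ratio B score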
PolyA inh: blocks polyadenylation in yeast reporter cells | S. cerevisiae SKY197-pL101 polyadenylation reporter, beta-gal luminescence; efflux-impaired pdr1/pdr3 knockout yeast; score 100 = 6 SD above DMSO | calls only at 12 µM | 0.02% of 300,000 active;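 active = lowest replicate activity score at least 50, where 100 means six control SD above control mean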;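 note: yeast exposed to compound for 9 h at 30 °C; higher score means more reporter readthrough which indicates perturbed polyadenylation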
RGS4 pot: RGS4 potentiation or activation. HEK293 M3R/inducible RGS4, carbachol calcium flux Fluo4; active compounds read low. B-score at 10 µM. 0.92% of 310,000 active. AID 463111;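 active = B-score of the integrated calcium signal more than 4 SD below the library mean, with starting fluorescence not abnormally high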;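 note: negative B-score means reduced calcium response which marks RGS4 activation or potentiation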
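test system = M3R-expressing HEK293 line, RGS4 induced by doxycycline | probe or stimulus = carbachol at ECmax as muscarinic agonist stimulus | timing = dye loading 30 min 37 °C, buffer rest 30 min RT | signal = calcium dye Fluo4 fluorescence | evaluation = B score from integrated fluorescence ratio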
KCNQ1 block: blocks the human KCNQ1 potassium channel; P51787; CHO-K1 KCNQ1, FluxOR thallium flux fluorescence; active compounds read high; B-score at 10 µM; 1.3% of 310,000 active;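 active = compounds whose thallium flux B-score, printed positive for inhibition, exceeds three library SD while starting fluorescence stays within three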;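 note: channel opened by potassium depolarization with thallium stimulus after 20 min compound exposure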
hERG rescue: compounds protecting human hERG from proarrhythmic drug block; Q12809; CHO-hERG, FluxOR thallium flux, dofetilide IC70 present; activation (rescue from dofetilide block), less the hit threshold, % at 10 µM; 0.51% of 310,000 active; AID 1511;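 active = activation above the mean of controls blocked by dofetilide plus 5 SD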;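 note: thallium influx through hERG after potassium depolarization seen as dye fluorescence rise; in these data hits start at about 4.7%; inactives centre near -7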
KCNK3 block: human KCNK3 channel inhibition, primary screen. O14649. CHO-KCNK3 thallium flux, FluxOR fluorescence; active compounds read low. B-score at 10 µM. 0.84% of 340,000 active. AID 602410;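 active = B-score under library mean minus 4 SD, starting fluorescence ratio at most library mean plus 5 SD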;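 note: more negative B-score means stronger inhibition of thallium flux through KCNK3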
KCNK9 block: blocks the human KCNK9 two-pore domain potassium channel. Q9NPC2. HEK293 KCNK9, FluxOR thallium flux fluorescence; active compounds read low. B-score at 10 µM. 1.2% of 310,000 active. AID 488922;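 active = ratio B-score over 3 SD below the library mean, with starting fluorescence within 5 SD of its mean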;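 note: negative B-score means less thallium flux so channel inhibition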
Target sequence (Q9NPC2 whole entry, looked up, the tested form may be a part): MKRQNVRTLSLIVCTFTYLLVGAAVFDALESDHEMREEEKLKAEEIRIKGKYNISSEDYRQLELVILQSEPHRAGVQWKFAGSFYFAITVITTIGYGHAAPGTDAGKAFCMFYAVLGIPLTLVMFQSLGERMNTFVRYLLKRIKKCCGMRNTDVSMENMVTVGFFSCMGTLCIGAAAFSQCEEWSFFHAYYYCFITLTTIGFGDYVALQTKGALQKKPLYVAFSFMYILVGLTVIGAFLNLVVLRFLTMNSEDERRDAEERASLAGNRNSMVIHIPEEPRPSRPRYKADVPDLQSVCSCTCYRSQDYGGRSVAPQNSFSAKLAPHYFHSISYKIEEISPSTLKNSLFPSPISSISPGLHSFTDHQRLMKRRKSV
DYRK1A inh: blocks rat Dyrk1A kinase activity; Q63470; ADP-Glo luminescence, NFATc1 peptide; inhibition, % at 12.5 µM; 0.43% of 310,000 active; in the data active = inhibition above about 50%;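 note: plate controls were vehicle with enzyme for no effect and no enzyme for full effect; many of its hits are not listed in these tables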
RGS4 inh: inhibitors of human RGS4 | P49798 | HEK293 M3R/RGS4 inducible, Fluo-4 calcium flux; active compounds read high; triggered by carbachol at its EC20 | B-score at 10 µM | 0.45% of 310,000 active;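 active = B-score, a plate-corrected calcium signal, over three deviations above library mean, with baseline fluorescence within five deviations of library mean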;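 note: RGS4 expression induced by doxycycline in cells with stable M3 receptor; B-score is computed from the integrated fluorescence ratio over baseline after carbachol; higher B-score means a larger calcium signal and so more RGS4 inhibition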
Target sequence (P49798 whole entry, looked up): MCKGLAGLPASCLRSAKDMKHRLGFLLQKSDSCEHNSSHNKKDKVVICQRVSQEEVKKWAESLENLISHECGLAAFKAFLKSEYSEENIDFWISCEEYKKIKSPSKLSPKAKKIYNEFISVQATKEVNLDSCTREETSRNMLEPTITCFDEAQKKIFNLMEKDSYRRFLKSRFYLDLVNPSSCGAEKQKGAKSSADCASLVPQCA
GSK3beta inhib: blocks human GSK3beta kinase activity; P49841; GST-GSK3beta kinase, ADP-Glo luminescence, 60 min; active compounds read low; activity score (negative = inhibition), % at 10 µM; 0.038% of 300,000 active; AID 2097;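 active = more than half of replicate wells score below -50%, meaning over 50% inhibition versus plate controls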;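 note: 0% = median DMSO wells and -100% = median GW8510 positive control wells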
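Test system – GST-tagged human GSK3beta kinase, cell-free · Incubation – 60 min enzyme reaction, room temperature · Signal – ADP-Glo luminescence · Also added – peptide substrate and ATP at 25 µM · Controls – DMSO neutral wells and GW8510 at 20 µM as positive · Buffer or medium – Tris/MgCl2 kinase buffer · Measure – Luminescence-derived activity versus plate DMSO and GW8510 wells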
* = called active by the depositor; i = inactive; nt = no result given. Only part of the results is shown; the hit share may differ from the screen's.

cpd | compound | GSK3 alpha inh | KCNQ1 act | PolyA inh | RGS4 pot | KCNQ1 block | hERG rescue | KCNK3 block | KCNK9 block | DYRK1A inh | RGS4 inh | GSK3beta inhib
1 | COc1cccc(NC(=S)N2CCN(S(=O)(=O)c3ccc(F)cc3)CC2)c1 | nt | i | nt | i | i | -12 | i | i | -1 | i | -18
2 | CC(NC(=O)c1ccc2ccccc2n1)c1ccc(S(N)(=O)=O)cc1 (stereo not given) | 7 | i | i | i | i | -8 | i | i | 3 | i | -3
3 | O=C(CSc1ccc(-c2ccco2)nn1)NCc1ccc(Cl)cc1 | nt | i | i | i | i | -8 | i | i | 11 | i | -1
4 | COc1cc(-c2ccc(NC(C)=O)c(OC)c2)ccc1NC(C)=O | -3 | i | i | i | i | -11 | i | i | 7 | i | 1
5 | Cc1ccc(NC(=S)NC2CCN(Cc3ccccc3)CC2)cc1C | 0 | i | i | i | i | -8 | i | i | 10 | i | -3
6 | O=C(CCc1ccc(F)c(F)c1)NC1CCCN(Cc2ccc(Cl)cc2)C1 (stereo not given) | -1 | i | i | i | i | -7 | i | i | -4 | i | 0
7 | CS(=O)(=O)c1ccc(NC(=O)CCCc2nc3ccccc3c(=O)[nH]2)cc1 | 2 | i | i | i | i | -3 | i | i | 6 | i | nt
8 | O=C(CC(=O)NN=C1CCCCCC1)NCc1cccnc1 | -1 | i | i | i | i | -3 | i | i | -6 | i | -3
9 | N#C/C(=C/c1ccc(N2CCCC2)c([N+](=O)[O-])c1)c1nc2ccccc2[nH]1 | 0 | i | i | i | i | -19 | i | i | 3 | i | 0
10 | CCOC(=O)c1c(C=O)c(C)n(Cc2ccccc2)c1C | 3 | i | i | i | i | -2 | i | i | 6 | i | 0
11 | COc1ccc(CN(CC(=O)NC2CCCC2)C(=O)CCC(=O)Nc2cc(C)on2)cc1 | -1 | i | i | i | i | -5 | i | i | -1 | i | -2
12 | Cc1ccccc1Nc1nc(N)nc(COC(=O)CC2CC3CCC2C3)n1 (stereo not given) | -6 | i | i | i | i | 0 | i | i | 1 | i | 0
13 | CCN(Cc1cc(=O)n2cc(Cl)c(C)c(Cl)c2n1)Cc1nc2ccccc2c(=O)[nH]1 | 2 | i | i | i | i | -13 | i | i | -5 | i | 0
14 | CCOC(=O)c1c(SC)nc(SC)c2c1CCC2 | 3 | i | i | i | i | -1 | i | i | -3 | i | -1
15 | CN1CCN(C(=O)Nc2ccc([N+](=O)[O-])cc2)CC1 | 2 | i | i | i | i | -7 | i | i | 9 | i | 1
16 | OCCCc1n[nH]c(=S)n1-c1ccccc1 | 2 | i | i | i | i | -16 | i | i | 0 | i | 0
17 | COc1ccc(OC)c(C(=O)CSc2nc3c(c(=O)n(C)c(=O)n3C)n2C(C)C)c1 | nt | i | i | i | i | -1 | i | i | -2 | i | -1
18 | O=C(O)CC/C(=N\Nc1ccc([N+](=O)[O-])cc1)c1ccccc1 | 0 | i | i | i | i | -12 | i | i | 16 | i | 3
19 | COc1ccc2c(c1)CCCN2S(=O)(=O)c1ccc(Cl)cc1 | -2 | i | i | i | i | -12 | i | i | 4 | i | 0
20 | O=[N+]([O-])c1cc(-c2csc(NCCc3nc4cc(Cl)c(Cl)cc4n3CCCO)n2)ccc1Cl | 2 | i | i | i | i | -8 | i | i | 8 | i | 2
21 | COc1ccc(N=CC2=C(O)CCCC2=O)cc1 | -2 | i | i | i | i | -10 | i | i | 7 | i | -3
22 | CCn1ncc(NC(=S)Nc2ccc3c(c2)OCO3)c1C(N)=O | 4 | i | i | i | i | -10 | i | i | 1 | i | 1
23 | COc1ccccc1C(=O)N1CCN(Cc2nc3cc([N+](=O)[O-])ccc3n2C)CC1 | -1 | i | i | i | i | -23 | i | i | 3 | i | -2
24 | CCCN(CC(=O)Nc1ccccc1C)C(=O)c1ccc(-c2ccccc2)cc1 | -2 | i | i | i | i | -12 | i | i | 1 | i | 0
25 | Cn1cc(Cl)c(-c2n[nH]c(=S)n2-c2ccccc2)n1 | -2 | i | i | i | i | -1 | i | i | -6 | i | -1

Remaining list, next part
cpd | compound | GSK3 alpha inh | KCNQ1 act | PolyA inh | RGS4 pot | KCNQ1 block | hERG rescue | KCNK3 block | KCNK9 block | DYRK1A inh | RGS4 inh | GSK3beta inhib
26 | COc1ccc(Cc2nnc(Cl)c3ccccc23)cc1OC | -3 | i | i | i | i | -7 | i | i | 2 | i | -4
27 | Cc1nn(Cc2noc(C(=O)NCCCn3ccnc3)n2)c(C)c1Br | -1 | i | i | i | i | -8 | i | i | 3 | i | nt
28 | CCOc1ccc(CCNC(=O)C2CCCN(S(=O)(=O)N3CC(C)CC(C)C3)C2)cc1OCC (stereo not given) | -5 | i | i | i | i | -6 | i | i | nt | i | -1
29 | COc1cccc(Cl)c1NC(=O)N1CCN(c2ccnc3cc(Cl)ccc23)CC1 | 0 | i | i | i | i | -7 | i | i | 1 | i | -2
30 | COc1ccccc1NC(=O)CN1CCN(C2c3ccccc3-c3ccccc32)CC1 | 4 | i | i | i | 7* | -6 | i | i | 9 | i | -1
31 | Cc1ccc(CNC(=O)c2ccc(COc3ccccc3)cc2)cc1 | 0 | i | i | i | i | -11 | i | i | 1 | i | -4
32 | COc1ccc(-c2cc(C(F)F)n3ncc(C(=O)N4CCN(C(=O)c5ccco5)CC4)c3n2)cc1 | 2 | i | nt | i | i | -7 | i | i | 0 | i | -1
33 | COc1ccc(OC)c(NC(=S)NCCSc2ccc(C)cc2)c1 | 6 | i | i | i | i | -5 | i | i | 0 | i | 2
34 | FC(F)(F)c1cc(-c2ccco2)nc(NCc2ccc(Cl)cc2)n1 | 2 | i | i | i | 11* | -9 | -8.8* | -8.2* | 3 | i | -3
35 | Cc1ccc(C2CN(c3ccccc3)CC2C(=O)c2ccc(F)cc2)cc1 (stereo not given) | -3 | i | i | i | i | -10 | i | i | -7 | i | 3
36 | O=C(OCC(=O)N1CCCc2ccccc21)c1cccc(C(F)(F)F)c1 | 0 | i | i | i | i | -12 | i | i | 7 | i | 3
37 | COc1ccc(Cl)cc1NC(=O)Nc1ccc(Br)cn1 | -4 | i | i | i | i | -7 | i | i | 8 | i | 4
38 | Cc1nc2nc(SCc3nc4ccccc4[nH]3)[nH]c2cc1Br | 0 | i | i | i | i | -3 | i | i | nt | i | -2
39 | O=C(Cn1c(=O)oc2ccccc21)Nc1ccc(F)c(F)c1 | -2 | i | i | i | i | -9 | i | i | -3 | i | 2
40 | CCN1C(=O)/C(=C\N(C)C)S/C1=N\S(=O)(=O)c1ccc(C)cc1 | -19 | i | i | i | i | -8 | i | i | 6 | i | 1
41 | O=C(OCc1ccc([N+](=O)[O-])cc1)C1CC(=O)N(Cc2ccccc2Cl)C1 (stereo not given) | -1 | i | i | i | i | -12 | i | i | -4 | i | 2
42 | Cc1cccc(C)c1OCc1cc(C(=O)N2CCC[C@H]2C(N)=O)no1 | nt | i | i | i | i | -7 | i | i | -6 | i | 0
43 | COc1ccc(C(=O)N(C)Cc2ccccc2)cc1Br | 0 | i | i | i | i | -10 | nt | i | nt | i | 1
44 | NC(=O)[C@@H]1CCCN1Cc1nc(Cc2ccccc2Cl)no1 | -1 | i | i | i | i | -4 | i | i | nt | i | -4
45 | Nc1c(C(=O)NCc2ccco2)nnn1-c1ccccc1 | 1 | i | i | i | i | -2 | i | i | 4 | i | 2
46 | COC(=O)c1c(N2C(=O)[C@H]3[C@@H](C2=O)[C@]2(C(=O)Nc4ccccc42)N2CCC[C@@H]32)sc(C)c1C | -2 | i | i | i | i | -4 | nt | i | nt | i | -25
47 | CC(=O)c1ccc(OCCCC(=O)NCC(c2ccco2)N(C)C)cc1 (stereo not given) | 2 | i | i | i | i | -6 | i | i | 3 | i | 2
48 | CN(C)c1nc(Cl)nc(NCCOc2ccccc2)n1 | -2 | i | i | i | i | -7 | i | i | 0 | i | 2
49 | CCC(C)Sc1nc2c(c(=O)[nH]c(=O)n2C)n1Cc1ccc(Cl)cc1 (stereo not given) | -1 | i | i | i | i | -6 | i | i | 1 | i | 0
50 | Cc1ccc(NCCC(=O)c2cccc([N+](=O)[O-])c2)c(C)c1 | 0 | i | i | i | i | -11 | i | i | -1 | i | 3

The listing continues:
cpd | compound | GSK3 alpha inh | KCNQ1 act | PolyA inh | RGS4 pot | KCNQ1 block | hERG rescue | KCNK3 block | KCNK9 block | DYRK1A inh | RGS4 inh | GSK3beta inhib
51 | CCOc1ccccc1NC(=O)COc1ccc2c(c1)OCO2 | -1 | i | i | i | i | 0 | i | i | -6 | i | 3
52 | CCOc1ccccc1NC(=S)NC1CCCCC1 | -2 | i | i | i | i | -1 | i | i | 1 | i | 2
53 | Cc1cccc(OC(C)C(=O)N2CCCc3ccccc32)c1 (stereo not given) | -2 | i | i | i | i | -5 | i | i | -6 | i | 1
54 | Cc1cc(NC(=O)CCC(=O)N(CC(=O)NCC2CCCO2)c2cccc(C)c2C)no1 (stereo not given) | 0 | i | i | i | i | -4 | i | i | -2 | i | 4
55 | Cc1cc(N2CCN(Cc3cn(C)nc3-c3cccc(Cl)c3)CC2)cc(C)n1 | 2 | i | i | i | i | -23 | i | i | -3 | i | -10
56 | c1ccc(CSC2=NCCCN2)cc1 | -1 | i | i | i | i | -12 | i | i | 2 | i | -1
57 | COc1ccc(N2CCN(C(=O)CCCn3c(=O)[nH]c4cc(Cl)ccc4c3=O)CC2)cc1 | nt | i | i | i | i | -8 | i | i | -1 | i | -5
58 | C/C(O)=C(/N=O)C(=O)Nc1ccccc1 | -6 | i | i | i | i | -14 | i | i | 2 | i | -4
59 | COc1cc(C(=O)NC(=S)NNC(=O)c2ccc3c(c2)OCO3)cc(OC)c1OC | 8 | i | i | i | i | -12 | i | i | 0 | i | 0
60 | COc1ccccc1-c1nnc(NC(=O)c2ccc3ncsc3c2)o1 | -2 | i | i | i | i | -8 | i | i | 8 | i | 7
61 | O=S(=O)(Nc1ccccc1N1CCOCC1)c1ccc(Cl)s1 | -2 | i | i | i | i | -6 | i | i | 2 | i | -1
62 | O=[N+]([O-])c1ccc(CNc2ccc(F)cc2)s1 | 0 | i | i | i | i | -6 | i | i | 6 | i | 3
63 | COc1ccccc1NC(=O)COc1cc(Br)c(CNCCCN2CCOCC2)cc1OC | -2 | i | i | i | i | -11 | i | i | 16 | i | -4
